Calpain2 inh: inhibitors of pig calpain II, primary screen, biochemical, fluorogenic peptide substrate, 1536-well; purified calpain II, 30 min; inhibition, % at 16 µM; 220,000 tested, 0.37% active; AID 1236, 2008;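 active = inhibition above about 50%, limit read from the data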
eIF4E 4G PPI: eIF4E–eIF4G protein interaction inhibitors, primary screen, biochemical, uHTS, TR-FRET, eIF4GI fragment | Eukaryotic translation initiation factor 4E (Mus musculus) + Eukaryotic translation … | TR-FRET eIF4E-eIF4GI(517-606) binding, 2 h | inhibition, % at 21.7 µM | 220,000 tested, 0.37% active | AID 782, 2007;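 active = inhibition above about 30%, limit read from the data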;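 note: 0% = full FRET control wells and 100% = background wells lacking eIF4GI fragment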
TNF death inh: inhibitors of TNF-alpha triggered necroptosis, primary screen, cell-based, Jurkat FADD-/-, single concentration; Jurkat FADD-/- TNF necroptosis rescue, ATP luminescence, 24 h; 0 = TNF only, 100 = no-TNF cells; activation (protection from cell death), % at 10 µM; 220,000 tested, 0.068% active; AID 463075, 2010;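 active = activation, meaning protection from cell death, of at least 50% relative to plate controls; inactive = activation below 50%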;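 note: necroptosis triggered by 40 ng/mL TNF-alpha added together with compound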
PERK inhibitor: block of dimerizer-induced PERK translation repression, primary screen, PERK inhibitor project, CHO PERK-DD cells, SEAP luminescence, HTS; Eukaryotic translation initiation factor 2-alpha kinase 3 (Homo sapiens), Q9NZJ5; AID 1416, 2008; inhibition, % at 5.6 µM; CHO PERK-DD fusion, SEAP luminescence translation reporter; 220,000 tested, 0.17% active;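 active = inhibition above the mean inhibition of all tested compounds plus 3 SD, set separately per screening campaign, cut at about 2.9% in these data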;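 note: PERK kinase domain activated by AP20187 dimerizer at 100 nM; 0% = DMSO with dimerizer and 100% = rapamycin at 8.4 µM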
Mdm2 ligase inh: MDM2-luciferase reporter signal enhancers, primary screen, MDM2 E3 ligase inhibitor project, cell-based, luminescence, 1536-well; E3 ubiquitin-protein ligase Mdm2 (Homo sapiens), Q00987; signal enhancement, % at 5 µM; AID 1230, 2008; 210,000 tested, 0.11% active; cell-based MDM2 ubiquitination luciferase reporter, 2 h; 0 = plate control, 100 = twice control, blank-subtracted;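 active = signal enhancement of 30% or more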;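 note: luminescence tracks abundance of the self-degrading MDM2-luciferase fusion protein; higher signal means inhibition of MDM2 E3 ligase activity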
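test system = mammalian cells stably expressing self-ubiquitinating, self-degrading MDM2 E3–luciferase fusion | quantity = 2000 cells/well | incubation = cell settling 4 h, compound treatment 2 h, both 37 °C | signal = luminescence with SteadyLite reagent, 15 min at room temperature | evaluation = % enhancement relative to plate controls after blank subtraction | benchmarks = plate controls and plate blanks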
KCC2 mod: KCC2 cotransporter modulators, thallium flux, primary screen, cell-based, HEK293 KCC2, FluoZin-2 fluorescence, MLSMR | Solute carrier family 12 member 5 (Homo sapiens), Q9H2X9 | KCC2 cells, thallium flux FluoZin-2 fluorescence | B-score of Tl+ flux slope (higher = more flux/activation; lower = inhibition) at 10 µM | 190,000 tested, 2.2% active | AID 1456, 2008;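 active = thallium flux slope and its plate-corrected score both differing from the plate sample mean at a set confidence after two filtering rounds, in either direction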;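 note: slope of fluorescence scaled to starting intensity during 10 to 20 s after thallium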
Target sequence (Q9H2X9 whole entry, looked up): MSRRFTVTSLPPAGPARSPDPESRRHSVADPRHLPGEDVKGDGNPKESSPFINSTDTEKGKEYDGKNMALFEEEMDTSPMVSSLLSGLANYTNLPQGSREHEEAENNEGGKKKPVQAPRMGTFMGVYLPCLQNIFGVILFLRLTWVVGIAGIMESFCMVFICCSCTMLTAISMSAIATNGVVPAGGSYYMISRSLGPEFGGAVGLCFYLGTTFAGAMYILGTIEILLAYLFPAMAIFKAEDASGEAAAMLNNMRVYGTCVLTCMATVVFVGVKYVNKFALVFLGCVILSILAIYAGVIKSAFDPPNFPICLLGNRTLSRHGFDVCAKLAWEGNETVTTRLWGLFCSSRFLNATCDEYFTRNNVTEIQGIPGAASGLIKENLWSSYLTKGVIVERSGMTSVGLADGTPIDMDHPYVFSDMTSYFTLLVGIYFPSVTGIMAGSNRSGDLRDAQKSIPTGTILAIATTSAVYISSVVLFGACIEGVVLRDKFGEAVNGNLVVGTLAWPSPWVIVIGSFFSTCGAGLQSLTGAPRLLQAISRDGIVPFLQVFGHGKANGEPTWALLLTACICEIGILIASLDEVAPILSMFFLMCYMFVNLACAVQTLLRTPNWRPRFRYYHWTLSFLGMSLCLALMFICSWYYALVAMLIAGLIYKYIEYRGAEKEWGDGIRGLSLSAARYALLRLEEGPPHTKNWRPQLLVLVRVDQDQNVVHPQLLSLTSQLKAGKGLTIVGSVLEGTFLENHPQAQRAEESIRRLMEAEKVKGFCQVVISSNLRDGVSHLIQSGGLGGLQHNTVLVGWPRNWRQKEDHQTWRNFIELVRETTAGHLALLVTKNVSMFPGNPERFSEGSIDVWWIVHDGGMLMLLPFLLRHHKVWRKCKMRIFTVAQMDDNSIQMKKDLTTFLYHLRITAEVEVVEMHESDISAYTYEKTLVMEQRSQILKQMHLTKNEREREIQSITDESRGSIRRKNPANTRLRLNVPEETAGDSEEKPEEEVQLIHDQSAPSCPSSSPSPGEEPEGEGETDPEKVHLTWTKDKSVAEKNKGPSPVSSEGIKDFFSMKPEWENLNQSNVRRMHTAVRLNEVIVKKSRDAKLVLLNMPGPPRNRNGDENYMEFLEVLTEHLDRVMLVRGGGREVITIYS
EBV gp42 block: Epstein-Barr virus gp42 inhibitors, primary screen, biochemical, uHTS, fluorescence polarization. Fluorescence polarization binding assay, mP read-out. inhibition, % (tested at 21.74 µM). 220,000 tested, 0.42% active; in the data active = inhibition above about 50%
L929 necroptosis: inhibitors of zVAD-triggered necroptosis, primary screen, L929 cells | L929 zVAD necroptosis rescue, ATP luminescence, 24 h; with zVAD 60 µM | viability rescue, % at 10 µM | 220,000 tested, 0.38% active | AID 1377, 2008;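 active = activation, scaled between plate controls, above about 75%, limit read from the data; inactive = activation under that limit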;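 note: 0% = zVAD with DMSO and 100% = DMSO alone without zVAD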
Rad51 HR inh: human RAD51 strand exchange inhibitors, primary screen, biochemical, fluorescence. hRad51 DNA strand exchange, fluorescence dequenching. inhibition, % at 10 µM. 200,000 tested, 0.085% active. AID 1385, 2008;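 active = inhibition above 40% at the single screening dose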;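 note: 0% = DMSO control wells and 100% = blanks with heterologous ssDNA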
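System: human Rad51 nucleoprotein filaments preassembled on unlabelled ssDNA. Reagent: labelled 47-mer dsDNA for strand exchange. Schedule: 30-min compound preincubation and 15-min exchange, both room temperature. Measured by: FRET fluorescence dequenching, excitation 485 nm, emission 520 nm. Read-out: Fluorescence-based percent inhibition, control- and blank-normalised. Benchmarks: plate controls and plate blanks.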
* marks the source's active call; other numbers are inactive results; · = no result given; & = joins results of further samples; [ ] = dose if it differs, or a comment.

SMILES | Calpain2 inh | eIF4E 4G PPI | TNF death inh | PERK inhibitor | Mdm2 ligase inh | KCC2 mod | EBV gp42 block | L929 necroptosis | Rad51 HR inh
Cn1nnnc1SCc1ccc(C(=O)Nc2ccc(Br)cc2)cc1 | -19 | -6[fluorescence artefact?] | -2.2 | 0.0 | -5 | · | -19 | 0.4 | 4
Cn1c(=O)[nH]c(=O)c2c1nc(Br)n2CC(O)c1ccccc1 (configuration not stated) | 20 | -8 | -11 | 0.1 | -13 | 1.6 | -4 | -0.3 | 2
CCOc1ccc(-n2c(Cc3cc(=O)[nH]c(=O)[nH]3)nnc2SC(C)C)cc1 | -2 | 2 | -2.0 | 0.7 | -8 | 0.44 | -1 | -0.1 | -1
O=C(O)CCCCCCCCCC[n+]1ccccc1 | -42 | -2 | 1.3 | 0.6 | 2 | 0.18 | -13 | 0.6 | -22
CC(C)CC1C(C#N)=C(N)Oc2n[nH]c(-c3cccs3)c21 (configuration not stated) | 11 | -2[fluorescence artefact?] | -2.2 | -0.6 | 16 | -1.1 | -2 | 0.1 | -5
N=C1C(c2ccccc2)=C(O)CN1NC(=O)c1ccccc1 | 1 | 0 | -0.2 | 0.8 | 16 | 0.84 | -12 | 2.2 | -5
CC1(C)OC(=O)N(CCC(=O)Nc2cccc(F)c2)C1(C)O (configuration not stated) | -42 | -2 | 2.4 | 0.2 | -7 | 3.2 | -6 | -0.2 | 18
Cn1c(=O)[nH]c(=O)c2c1nc(Br)n2CCCO | 21 | -3 | 0.5 | 1.0 | -13 | 0.42 | -4 | -0.5 | -5
O=C1NC(Cc2c[nH]c3ccccc23)C(=O)N1CCOc1ccc(F)cc1 (configuration not stated) | 7 | 11 | 65* | -0.2 | -10 | -0.94 | -1 | 7.5 | 0
Cc1ccn2cc(CNS(=O)(=O)c3ccc4c(c3)OCCO4)nc2c1 | -18 | 2[fluorescence artefact?] | -0.2 | 1.1 | -8 | 0.15 | -11 | 0.5 | 6
COc1ccc(NS(=O)(=O)c2c(C)n(C)c(=O)n(C)c2=O)cc1OC | 0 | 0 | -0.2 | 0.4 | -9 | 0.34 | -15 | 0.8 | ·
Cc1ccc(C(=O)COC(=O)c2n[nH]c(=O)c3ccccc23)cc1 | -34 | 3 | 0.0 | -0.1 | 4 | -0.3 | -15 | 0.2 | 6
CCOC(=O)c1nn(-c2ccc3ccccc3c2)cc1O | -41 | 0 | -0.1 | 1.7 | -11 | -0.36 | 0 | 2.5 | 11
CC(C)Cn1c(N)c(C(=O)COC(=O)C2=COCCO2)c(=O)n(C)c1=O | -2 | 1[fluorescence artefact?] | -2.5 | -0.1 | -16 | 0.5 | -53 | 0.1 | -3
COc1ccc2c(=O)c(N3C(=O)c4ccccc4C3=O)coc2c1 | 3 | -2 | -1.6 | -0.2 | -15 | 2.9 | -7 | 0.3 | -1
COc1ccc(-c2cc(-c3nnc(COC(=O)c4ccc(O)cc4)o3)c3ccccc3n2)cc1OC | -130 | 2 | -3.2 | 1.0 | -17 | -0.041 | -15 | 1.4 | -110
COc1ccc(C(=O)Oc2ccc[nH]c2=O)cc1 | 8 | 3 | 0.3 | 1.1 | -6 | 0.067 | -14 | 0.1 | -15
Cc1cc(-c2nn(-c3ccccc3F)cc2CNCCc2cnc[nH]2)c(C)s1 | -19 | -4 | 2.4 | 0.7 | -7 | · | 3 | 1.1 | ·
CCOC(=O)C1=C(O)/C(=C/c2cccc(OC)c2O)N=C1C | -1 | -1 | -0.3 | 0.0 | -7 | 1.5 | 6 | 1.4 | 9
Cc1cc(NC(=O)CCN2CCC(C(N)=O)CC2)ccc1Br | 6 | -1[fluorescence artefact?] | 2.5 | -1.1 | -14 | 0.37 | 7 | -0.4 | -6
CC1Oc2ccccc2N(CC(=O)Nc2ccc3c(c2)OCO3)C1=O (configuration not stated) | -35 | -5 | -1.9 | 0.0 | 2 | 0.52 | -24 | 0.1 | 6
CCOc1ccc(C(=O)CCC(=O)NC(CC(C)C)C(=O)OC)cc1 (configuration not stated) | -21 | 1 | 0.0 | -0.8 | -12 | 0.63 | -12 | 4.0 | -7
Oc1ccc(/C=C/c2ccnc3ccccc23)cc1 | 10 | 11 | 0.7 | -0.8 | -5 | -1.2 | -4 | 1.6 | -26
CCOC(=O)c1cnn(-c2cc(Oc3ccccc3C)ncn2)c1N | 18 | -1 | -1.4 | 1.2 | -13 | 0.9 | -20 | 0.6 | 2
CCN(CC)S(=O)(=O)c1ccc(N2CCOCC2)c(NC(=O)c2ccc(C#N)cc2)c1 | -15 | -3 | -0.3 | -0.4 | 1 | -0.84 | -15 | 0.0 | 1
CSc1nnc(C)c(=O)n1COC(=O)c1ccc(S(=O)(=O)N2CCOCC2)cc1 | 8 | -2 | -2.3 | -0.2 | -5 | 0.62 | -4 | 0.9 | 4
Fc1ccc(-c2n[nH]c(=S)c3ccccc23)cc1 | 2 | -2 | -1.4 | -0.5 | -22 | 14* | -21 | 2.7 | 10
CCNC(=S)NNC(=O)c1ccc(OC)cc1 | -6 | 1 | -0.7 | 0.8 | · | 1.4 | -18 | 0.1 | ·
CCCOc1ccc(CSC(CC(=O)O)C(=O)O)cc1 (configuration not stated) | 16 | -1 | 0.8 | 0.5 | -6 | -0.48 | -8 | 0.1 | 0
CCC(=O)Nc1ccccc1C(=O)OCC(=O)c1cccc2ccccc12 | 4 | 0 | -3.7 | -0.1 | -3 | -0.5 | -12 | 0.1 | -4

A second format for part of the listing above.
> Cn1c(=O)[nH]c(=O)c2c1nc(Br)n2CC(O)c1ccccc1 (configuration not stated)
  Calpain2 inh: 20; eIF4E 4G PPI: -8; TNF death inh: -11; PERK inhibitor: 0.1; Mdm2 ligase inh: -13; KCC2 mod: 1.6; EBV gp42 block: -4; L929 necroptosis: -0.3; Rad51 HR inh: 2
> Cn1nnnc1SCc1ccc(C(=O)Nc2ccc(Br)cc2)cc1
  Calpain2 inh: -19; eIF4E 4G PPI: -6[fluorescence artefact?]; TNF death inh: -2.2; PERK inhibitor: 0.0; Mdm2 ligase inh: -5; KCC2 mod: ·; EBV gp42 block: -19; L929 necroptosis: 0.4; Rad51 HR inh: 4

The listing continues.
SMILES | Calpain2 inh | eIF4E 4G PPI | TNF death inh | PERK inhibitor | Mdm2 ligase inh | KCC2 mod | EBV gp42 block | L929 necroptosis | Rad51 HR inh
Cc1ccc(C(=O)NNC(=O)c2cccs2)cc1 | 14 | 3 | 0.3 | -0.6 | -14 | 0.63 | -9 | 0.8 | -15
CCCC1(C(=O)OCC)NC(c2ccc(N(C)C)cc2)C2C(=O)N(c3ccc(OCC)cc3)C(=O)C21 (configuration not stated) | -13 | -3 | 0.4 | -0.9 | -8 | -0.66 | -13 | 0.6 | -11
Cc1nn(C(=O)c2ccco2)c(C)c1Sc1ccccc1 | -31 | 0 | -3.7 | -0.3 | 10 | 0.76 | -5 | 0.2 | 18
COc1ccc(O)c(/C=c2/sc3nc4cc(C)c(C)cc4n3c2=O)c1 | -65 | -6 | -2.5 | -0.5 | -33 | 1.6 | -18 | -0.3 | -4
CCCn1nnc(NC(=O)Cc2ccc(Cl)cc2)n1 | 15 | 2 | 1.0 | 1.1 | · | 1.1 | 7 | -0.6 | -2
O=c1cc(O)nc(SCc2ccccc2)n1-c1ccccc1 | 12&-49 | 8&1[fluorescence artefact?] | -3.1&-2.4 | 0.2&0.1 | -11&7 | · | -9&-4 | 0.1&0.7 | -3&-1
CCS(=O)(=O)N1CCN(C(=O)COc2ccc(-c3ccccc3)cc2)CC1 | -74 | -9[fluorescence artefact?] | -1.0 | -1.3 | -13 | · | -11 | -0.6 | -17
CCc1cccc(C)c1NC(=O)c1ccc(CN2CCc3ccccc3C2)cc1 | 8 | 6 | 1.3 | -0.6 | 3 | -0.94 | 4 | 0.5 | -5
COc1cc(OC)c(C2=NOC(C(=O)N3CCCc4ccccc43)C2)cc1Cl (configuration not stated) | -6 | 4 | 0.2 | -0.1 | -10 | · | 4 | 0.3 | 0
CCCCc1c(O)nc(SCC(=O)NCCc2ccc(OC)c(OC)c2)[nH]c1=O | -32 | -13[fluorescence artefact?] | -10 | 0.6 | -6 | -0.87 | -23 | 0.5 | -4
CC1CCN(S(=O)(=O)c2cccc(-c3cn4cc(Cl)ccc4n3)c2)CC1 | 9 | 8 | -1.4 | -1.3 | -17 | -1.3 | -10 | 0.1 | -7
COc1ccc(NC(=O)Cn2nnc(C(=O)NCCc3ccc(OC)c(OC)c3)c2N)cc1 | 15 | 9 | -2.6 | 1.0 | -20 | 0.11 | -3 | 0.1 | 10
CCCC(=O)Nc1c(-c2ccccc2)c(=O)c(C)nn1-c1ccc(C)cc1 | -14 | 1 | -0.3 | 1.1 | · | 0.83 | -11 | 0.2 | ·
CC1(C)CC2(CCO1)CNC(=O)O2 (configuration not stated) | -14 | -22 | -1.3 | 0.6 | 4 | · | -12 | -0.2 | 1
Cn1cnnc1SCC(=O)Nc1ccccc1Sc1ccccc1 | -5 | 2 | · | · | 10 | · | -9 | · | 0
O=C(COc1cc(F)ccc1[N+](=O)[O-])Nc1cccc(Br)c1 | -7 | -1 | -0.5 | 0.6 | -17 | 0.23 | 8 | 0.5 | -2
CC(=O)c1ccc(OCc2ccc(C(=O)c3ccccc3)cc2)cc1 | 9 | 1 | -7.9 | 0.9 | -22 | 1.3 | -11 | 0.5 | 2
CCOC(=O)C1=C(CC)Nc2ccccc2N=C1NC(=O)c1oc2ccccc2c1C | -26 | 4 | -2.4 | -0.1 | -24 | -3.4 | -24 | 1.1 | 25
CCCCN(CC)CCCNC(=O)C1c2ccccc2C(=O)N(C)C1c1cn(C)c2ccccc12 (configuration not stated) | -1 | -7[fluorescence artefact?] | -4.3 | -0.8 | -1 | · | -11 | 0.3 | -6
CCN(CC)C(c1ccc(F)cc1)c1nnnn1C1CCCCC1 (configuration not stated) | 18 | 1 | 1.1 | -0.5 | -9 | -0.76 | 1 | -0.1 | 4
O=C(Nc1ncn[nH]1)c1ccc(Cl)c(S(=O)(=O)N2CCCCCC2)c1 | 11 | 8 | -0.3 | 0.8 | · | 0.87 | -20 | 0.5 | 0
O=C(Nc1cccc(S(=O)(=O)N2CCCCC2)c1)c1ccc2c(c1)OCO2 | 0 | 18 | 1.1 | -0.3 | 3 | 0.57 | 4 | 1.6 | 13
CC(CN1CCOCC1)OC(=O)COc1ccc(F)cc1 (configuration not stated) | -4 | 7 | -2.7 | 0.4 | -12 | 1.4 | -18 | 0.0 | -9

No enrichment for hits (roughly 3.6% active in at least one column).
